From PubChem
T cell HTS: T cell immune modulators affecting CD8 T cell-vesicle binding | 2C CD8+ T cell-vesicle binding, flow cytometry; stronger effect = lower value | calls only at 7 µM | actives 0.068% (n = 330,000) | AID 2052;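 active = response, share of CD8 T cells binding vesicles, and their 90th percentile fluorescence all below set limits, cut at about 80% in these data, passing the limit was not always enough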
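Assay system: 2C TCR transgenic mouse naive CD8+ T cells, MACS-purified | Read-out: CD8+ gate FL2 mean fluorescence as % of same-row positive control | Signal: High-throughput flow cytometry with anti-B7-1 and anti-CD8 staining | Timing: Binding step 1.5 h, 37 °C, antibody labelling 20 min, ice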
Salmonella PhoP GFP: PhoP-dependent GFP reporter repression – Salmonella Typhimurium, primary screen (AID 1863) | one-dose inhibition, % at 50 µM; IC50 in µM for titrated hits | actives 0.16% (n = 300,000) | S. Typhimurium PhoP-regulated promoter GFP reporter, 4 h; higher % means a stronger effect;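 active = inhibition over 29.93%, a cutoff 3 SD above the screen mean, later confirmed by dose response; inconclusive = inhibition over 29.93% but no dose response follow-up; inactive = inhibition at most 29.93% or unconfirmed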;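 also: 0% = low Mg2+ inducing control and 100% = high Mg2+ repressing control; strong numbers were not always called active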
MgcRacGAP inhibition: MgcRacGAP GTPase-activating activity inhibitors, confirmation, biochemical, ADP Hunter fluorescence. AID 624330. inhibition, % at 30 µM; hits with a dose series show IC50 in µM. MgcRacGAP-stimulated Rac1 GTP hydrolysis, ADP Hunter fluorescence; higher % means a stronger effect; GST-tagged Rac1 F28L mutant substrate. actives 0.6% (n = 340,000);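 active = first-screen hits whose inhibition reached a set limit at any dose in the follow-up dose series; inconclusive = inhibition above the set first-screen limit but never retested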;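 also: fluorescence reports GDP produced by GAP-driven GTP hydrolysis; strong numbers were not always called active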
NTR1 ag: agonists of NTR1, primary screen, imaging, U2OS cells, beta-arrestin-GFP, high content (AID 493036) | activation, % at 20 µM | actives 0.17% (n = 330,000) | P30989 | NTR1-U2OS beta-arrestin-GFP spot imaging, agonist mode;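 active = activation at or above 40% of the spot to cytoplasm intensity ratio, with at least 20 cells analyzed; inconclusive = wells under 20 cells, flagged as cytotoxic or low count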;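 also: 0% = DMSO without peptide and 100% = 100 nM NTR1 peptide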
Target sequence (P30989 whole entry, looked up): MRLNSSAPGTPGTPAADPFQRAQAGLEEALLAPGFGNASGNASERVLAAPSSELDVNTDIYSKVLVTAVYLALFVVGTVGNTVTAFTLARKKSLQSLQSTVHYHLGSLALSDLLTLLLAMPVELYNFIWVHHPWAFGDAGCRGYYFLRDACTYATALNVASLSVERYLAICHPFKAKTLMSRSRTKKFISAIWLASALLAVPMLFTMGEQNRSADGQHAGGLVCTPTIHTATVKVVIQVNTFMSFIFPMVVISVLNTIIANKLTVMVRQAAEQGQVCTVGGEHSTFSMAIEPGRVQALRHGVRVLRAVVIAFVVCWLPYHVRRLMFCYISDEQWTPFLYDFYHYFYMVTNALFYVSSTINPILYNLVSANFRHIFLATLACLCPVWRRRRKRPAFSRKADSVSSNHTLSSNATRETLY
Dengue-2 NS5 capping: Dengue-2 NS5 methyltransferase inhibitors, primary screen, biochemical, confirmation dose response (AID 588689); one-dose inhibition, % at 25 µM; IC50 in µM for titrated hits; Dengue-2 NS5 methyltransferase capping enzyme assay, biochemical; higher % means a stronger effect; actives 0.3% (n = 340,000); in the data active = a potency from the dose series; inconclusive = inhibition above about 29% without an active follow-up result
RSV CPE inhibition: inhibition of RSV-induced cytopathic effect – HEp-2 cells, primary 10 µM value included (AID 2391) | HEp-2 cells, RSV-induced CPE inhibition; higher % means a stronger effect | CPE inhibition, % at 10 µM, or IC50 in µM where a hit was titrated | actives 0.13% (n = 310,000); in the data active = a potency from the dose series; inconclusive = CPE inhibition mostly from about 23% at the one dose, without a potency; inactive = the rest, 99 in 100 with CPE inhibition below about 21%; also: strong numbers were not always called active
West Nile antiviral: West Nile virus antiviral activity, cell-based, CPE readout (AID 1621). West Nile virus-infected cells, CPE inhibition; higher % means a stronger effect. CPE inhibition, % at 10 µM, or IC50 in µM where a hit was titrated. actives 0.02% (n = 290,000); in the data active = a potency from the dose series; inconclusive = CPE inhibition mostly from about 3.7% at the one dose, without a potency; inactive = the rest, 99 in 100 with CPE inhibition below about 2.2%; also: strong numbers were not always called active
SV40 large T antigen: TAg ATPase/helicase activity blockers – biochemical (AID 1903); SV40 large T antigen ATPase/helicase inhibition assay; higher % means a stronger effect; inhibition, % at 20 µM; hits with a dose series show IC50 in µM; actives 0.39% (n = 310,000); in the data active = a potency from the dose series; inconclusive = inhibition mostly from about 32% at the one dose, without a potency; inactive = the rest, 99 in 100 with inhibition below about 32%; also: strong numbers were not always called active
UTI89 phage lysis: protection from phage-mediated lysis, alamar blue read-out – E. coli UTI89, K1F phage, bacterial capsule biogenesis inhibitors (AID 488966); E. coli UTI89 K1F phage lysis, alamar blue, 2 h; higher % means a stronger effect; inhibition, % at 100 µM, or IC50 in µM where a hit was titrated; actives 0.02% (n = 340,000);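 active = phage lysis inhibition, versus mean bacterial control, above a set limit; inconclusive = no clear call, values can overlap the other calls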;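 also: capsule biogenesis inhibitors block K1F phage lysis so surviving cells raise fluorescence; higher fluorescence means more inhibition of phage lysis; actives were called in the ten point dose series up to 300 µM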
T cell HTS vesicle-bound %: recorded beside T cell HTS, whose call it bears; double positive events, %; measured here: CD8+ vesicle-bound cell fraction;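 binding gate set so that unloaded-vesicle control wells show 10% double positive cells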
NTR1 ag cell count 20 µM: recorded beside NTR1 ag, whose call it bears; cell count; measured here: cell count, cytotoxicity flag
Dengue-2 NS5 capping pilot replicate: also measured in Dengue-2 NS5 capping; calls as there; inhibition, %; measured here: pilot screen replicate inhibition
Numbers without * were called inactive; i = inactive; ? = inconclusive; / = no result given; [ ] = another dose, or the depositor's remark.

SMILES	T cell HTS	T cell HTS vesicle-bound %	Salmonella PhoP GFP	MgcRacGAP inhibition	NTR1 ag	NTR1 ag cell count 20 µM	Dengue-2 NS5 capping	RSV CPE inhibition	West Nile antiviral	SV40 large T antigen	UTI89 phage lysis	others
O=C(/C=C/c1ccco1)Nc1nc(-c2ccccn2)cs1	i	28	-9%	11%	2.4	36	-2%	-0.6%	-0.7%	15%	-1.4%
COc1ccc(NC(=O)CCN2C(=O)c3ccc([N+](=O)[O-])cc3C2=O)c(OC)c1	i	0	6%	5%	-0.1	68	-3%	1.1%	0.1%	16%	0.1%
Cc1cccc(-n2c(=O)[nH]c3c(C(N)=O)nc(CC(C)C)nc32)c1	i	26	-2%	14%	3.6	56	4%	0.2%	0.2%	-4%	1.5%
COc1cccc(-c2nc(CS(=O)(=O)CC(=O)Nc3ccccc3Cl)c(C)o2)c1	i	4	6%	0%	2.7	59	-2%	?	0.1%	-1%	-3.5%
COc1ccccc1N1CCN(C(=O)Cn2ncc3c([nH]c4ccccc43)c2=O)CC1	i	11	-8%	9%	0.3	42	4%	1.5%	-0.2%	22%	0.3%
Cn1c2c(c(=O)n(C)c1=O)CN(Cc1ccco1)CN2	i	52	1%	8%	-1.9	47	4%	1.3%	0.1%	12%	0.1%
NC(=O)CC[C@H](NC(=O)c1ccc(F)cc1)C(=O)OCC(=O)Nc1c(F)c(F)c(F)c(F)c1F	i	44	8%	9%	-1.3	57	-9%	0.7%	-0.3%	2%	0.3%
O=C(NCc1ccccc1F)C1CCCN1C(=O)NCc1ccccc1 (stereo not given)	i	34	-1%	10%	1.9	74	-7%	1.5%	-0.3%	5%	0.3%
COc1cccc(/C=N/Nc2ccc(C(=O)O)cc2)c1O	i	11	-4%	15%	-0.8	53	4%	-0.2%	0.7%	?	0.7%
CCCSCCCNC(=O)Cn1nc(CC)n2c(cc3c(OC)cccc32)c1=O	i	44	-9%	7%	0.3	93	1%	2.8%	-1.2%	5%	0.1%
N#CCSc1ccccc1NC(=O)CN1C(=O)C(=O)N(Cc2ccccc2)C1=O	i	13	/	8%	-2.2	50	5%	/	/	/	-2.0%
CCn1c(SCC(=O)Nc2cc(C)c(Cl)cc2OC)nnc1-c1ccco1	i	30	6%	3%	-0.6	49	1%	5.3%	-0.1%	2%	-1.0%
Cc1cc(C(=O)Cn2nnc(-c3ccc(Cl)cc3)n2)c(C)n1CC1CCCO1 (stereo not given)	i	8	-6%	7%	5.0	61	-3%	12%	-1.1%	10%	1.2%
CCCCCCCCCCCCCCCCn1cc[n+](CC(C)=O)c1	/	/	32µM*	25%	/	/	-8%	/	-0.2%	?	-1.4%
CCOC(=O)c1c(NC(=O)COC(=O)c2ccc(Cl)nc2)sc(C(=O)N(C)C)c1C	i	56	-7%	5%	1.8	59	5%	-0.1%	/	13%	-0.6%
CCCCOP(=O)(c1ccc(N(C)C)cc1)C(O)c1cccnc1 (stereo not given)	i	43	-1%	9%	-1.8	86	-2%	3.6%	-0.8%	8%	0.1%
Cc1ccc(S(=O)(=O)n2nc(C)c(S(=O)(=O)N3CCOCC3)c2C)cc1	i	2	-1%	15%	-0.1	48	-3%	0.7%	0.0%	9%	0.1%
COCCn1nnnc1C(c1ccccc1OC)N1CCN(c2ccccc2F)CC1 (stereo not given)	i	40	6%	4%	-0.9	41	-3%	1.4%	-0.5%	13%	0.6%
Cc1cccc(C(C)C)c1NC(=O)c1ccc(OCC2CCCO2)cc1 (stereo not given)	i	56	/	1%	0.6	47	6%	/	/	/	0.6%
Cc1ccc(O)c(NC(=O)c2cccc(S(=O)(=O)N3CCCCC3)c2)c1	i	40	5%	5%	-0.2	42	/	?	-0.3%	13%	0.1%
CC(=O)N1N=C(c2ccc(C)cc2)OC1c1ccc(C(C)C)cc1 (stereo not given)	i	31	-3%	1%	6.0	68	-4%	-1.5%	0.0%	5%	0.3%
C/C(=N/NC(=O)CNC(=O)c1cccs1)c1ccco1	i	19	-7%	-6%	0.9	45	1%	1.6%	0.6%	6%	-1.6%
O=C(N/N=C/c1ccc(Cl)cc1)c1sccc1OCc1ccc(F)cc1	i	48	1%	8%	18	39	3%	2.4%	0.4%	3%	-0.2%
O=C(NCC1COc2ccccc2O1)c1cc(S(=O)(=O)N2CCOCC2)c(Cl)cc1Cl (stereo not given)	/	/	/	1%	-0.1	79	-16%	/	/	/	0.4%[50 µM]
O=C(C(=O)N1CCN(C(=O)c2ccco2)CC1)c1c[nH]c2ccccc12	i	45	-10%	3%	-1.0	70	/	3.8%	-0.4%	23%	0.2%
Cc1ccc(N/C=C/C(=O)c2ccco2)c(O)c1	i	26	-1%	8%	0.5	61	-7%	-0.4%	-0.2%	25%	1.3%[50 µM]
CCC(=O)N1CCN(c2ccc(NC(=O)c3ccc(C#N)cc3F)cc2Cl)CC1	i	45	-1%	13%	1.5	64	-3%	17%	-0.9%	6%	0.0%
CN=C1SC(CC(=O)Nc2c(C)cccc2C)C(=O)N1/N=C/c1cccs1 (stereo not given)	i	46	-2%	7%	0.2	68	-3%	2.4%	-1.3%	6%	0.5%[50 µM]
O=C(CSc1ncn[nH]1)N1N=C(c2ccc(Cl)cc2)CC1c1ccco1 (stereo not given)	i	40	-9%	-5%	2.6	48	-9%	4.5%	-0.6%	7%	-0.6%
CCCCN1C(=S)SC(C)(C)C1/[N+]([O-])=C/c1ccc(S(=O)(=O)NC)cc1 (stereo not given)	i	41	-5%	11%	2.4	65	4%	-1.1%	1.8%	2%	0.0%
COc1ccccc1CNC(=O)C1CCCN(c2cnccn2)C1 (stereo not given)	i	6	-11%	3%	-0.1	51	-3%	1.4%	-0.3%	7%	0.2%
Cc1cc(NC(=O)CNC(=O)C2CCCCC2)no1	i	35	-4%	3%	-1.3	58	-3%	0.7%	-0.2%	11%	0.1%
OCCCCCNc1ncnc2ccccc12	i	38	11%	9%	0.8	53	-16%	3.7%	-0.5%	3%	-0.9%[50 µM]
CC(=O)n1c2ccccc2c2c1c1ccccc1n2C	i	17	4%	3%	1.9	65	-1%	11%	-0.2%	-1%	0.3%
CCC(c1nnc(SCC(=O)N2CC3(C)CC2CC(C)(C)C3)o1)N(C)C (stereo not given)	i	23	9%	5%	-0.9	81	-5%	-0.4%	-0.9%	-5%	0.4%
COC(=O)c1sccc1NC(=O)c1c(-c2ccccc2)noc1C	i	39	2%	4%	1.3	42	-1%	4.2%	-0.6%	13%	2.7%
CC(C)CNS(=O)(=O)c1ccc(Br)cc1N1CCC[C@@H]1CO	/	/	/	8%	1.5	73	-1%	/	/	/	0.1%	Dengue-2 NS5 capping pilot replicate=4.3
COc1ccc(CN2CCC(C(N)=O)CC2)cc1OCc1ccccc1	i	34	-8%	204µM*	0.3	75	0%	1.4%	-0.1%	0%	0.3%
Cc1ccc(Nc2nc(N)nc(CN3CCN(Cc4ccc5c(c4)OCO5)CC3)n2)cc1Cl	i	32	14%	4%	2.7	61	-6%	?	-0.4%	1%	-0.8%	Dengue-2 NS5 capping pilot replicate=-0.6
CCC1=NN(C(=O)c2cccnc2)C(O)(C(F)(F)F)C1 (stereo not given)	i	32	1%	1%	-1.9	60	-7%	1.9%	0.3%	6%	0.1%
Cc1ccc(-n2c(N)c(-c3nc4ccccc4n3C)sc2=S)cc1	i	25	14%	25%	5.5	91	-1%	1.1%	0.3%	0%	0.1%
CCOc1ccccc1NC(=O)N1CCC(NC(=O)C2CCCCC2)CC1	/	/	/	2%	-1.6	59	-11%	/	-0.3%	/	0.1%
Cn1c(SCC(=O)c2ccccc2)nnc1-c1cccc(N)c1	i	22	11%	4%	-0.5	52	-6%	-0.1%	0.1%	20%	1.2%
Cc1nc(SCC(O)CO)c([N+](=O)[O-])[nH]1 (stereo not given)	i	56	1%	3%	1.6	58	1%	1.5%	0.2%	7%	2.6%
CC(C)NC(=O)c1ccccc1NC(=O)CCS(=O)(=O)Cc1ccccc1	i	24	13%	11%	0.7	56	-3%	-0.2%	0.1%	1%	0.0%
Cc1ccc(C2CC(=O)NC(SCC(N)=O)=C2C#N)s1 (stereo not given)	i	53	-4%	-20%	-0.3	36	-16%	1.2%	-0.2%	-2%	0.2%
Nc1nc(NC(=O)c2cccnc2)nn1-c1ccccc1	i	51	2%	7%	0.0	58	3%	3.1%	0.2%	-1%	2.9%
O=C(NCC(=O)N1CCN(S(=O)(=O)c2ccc3c(c2)OCCO3)CC1)c1ccccc1F	i	39	/	1%	0.5	59	-4%	/	/	/	0.0%[50 µM]
Cc1c(C(=O)OCC(=O)Nc2ccc(C(N)=O)cc2)cccc1[N+](=O)[O-]	i	32	-5%	3%	1.6	88	-3%	13%	-0.5%	16%	0.2%
CCOC(=O)c1ccc(NC(=O)CSc2nc3c(c(=O)n2CC)SC(C)C3)cc1 (stereo not given)	i	53	13%	-1%	6.5	60	-3%	5.8%	0.2%	5%	2.4%
COc1ccc(N(CC(=O)N/N=C/c2ccc(OC3CSC3)cc2)S(=O)(=O)c2ccccc2)cc1	i	40	-12%	10%	6.7	73	0%	7.2%	-0.9%	1%	0.3%[50 µM]
CCOc1cc(CN2CCOCC2)cc(C(C)=O)c1	i	17	-4%	2%	-1.1	46	0%	-0.4%	0.4%	2%	1.2%[50 µM]
CC(C)(C)n1nc2c(c1NC(=O)c1ccc(Br)o1)CS(=O)C2 (stereo not given)	i	36	-16%	10%	-1.3	69	-3%	0.8%	0.0%	9%	4.2%
Cc1c(-c2cccc(Cl)c2)nc2ccccc2c1C(=O)OC/C(O)=C(\C#N)c1nc2ccccc2[nH]1	i	5	-8%	3%	1.2	65	-19%	-1.4%	0.9%	10%	0.1%
